PfHsp40 yeast – rescue of yeast from PfHsp40 toxicity, primary screen, S. cerevisiae, ATP luminescence; S. cerevisiae expressing PfHsp40, growth rescue; growth rescue, % at 12.5 µM; 340,000 compounds, 0.68% hits; AID 504582, 2011; in the data active = growth rescue above about 28%, passing the limit was not always enough;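 also: yeast W303a lacking pdr1 and pdr3 grown in galactose medium; growth measured after three days at 30 °C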
Vc quorum ag – inducers of Vibrio cholerae quorum light production without autoinducers, primary screen, BH1578 luxS cqsA deficient, single point. V. cholerae BH1578 lux reporter, luminescence, 6 h. activation, % at 18.7 µM. 350,000 compounds, 0.16% hits. AID 588436, 2011; in the data active = activation mostly above about 9.7%, no sharp cut-off; also: not every result past the cut was called active; inactives centre near 0; reference of the scale not given here
Rv3671c inh – Rv3671c serine protease inhibitors, primary screen, biochemical, fluorescence polarization, M. tuberculosis H37Rv. P9WHR9. inhibition, % at 5.96 µM. 320,000 compounds, 0.048% hits; in the data active = inhibition above about 38%;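 also: extracellular domain of Rv3671c used as enzyme; 0% = enzyme with DMSO and 100% = no enzyme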
Anthrax LF inh2 – Bacillus anthracis LF protease inhibitors, primary screen, biochemical, multiplex microsphere, MLPCN library | inhibition, % at 10 µM | AID 588501, 2011 | multiplex microsphere protease cleavage assay | Lethal factor (Bacillus anthracis), P15917 | 360,000 compounds, 0.12% hits; in the data active = inhibition above about 30%; also: plate controls were buffer without enzyme for full effect and enzyme alone for no effect
SSB-PriA inh – inhibitors of Klebsiella pneumoniae PriA binding to SSB C-terminal tail, primary screen, biochemical, AlphaScreen; PriA–SSB C-terminal tail interaction (Klebsiella pneumoniae); AlphaScreen SSBct-PriA binding, biotinylated peptide; 430,000 compounds, 0.6% hits; inhibition, % at 33 µM; in the data active = inhibition mostly above about 37%, no sharp cut-off; inactive = mostly below about 20%;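 also: plate controls were negative control peptide for no effect and reference peptide for full effect; strong numbers were not always called active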
Y pestis TopoI – Yersinia pestis topoisomerase I inhibitors, primary screen, biochemical, cleavage product accumulation, plate reader, single point; 360,000 compounds, 0.064% hits; DNA topoisomerase I (Yersinia pestis CO92); Y. pestis Topo-I cleavage product accumulation; activity, % at 10 µM; in the data active = activity above about 50%, passing the limit was not always enough; also: inactives centre near 2
DUSP3 inh – VHR1 phosphatase inhibitors, primary screen, biochemical, absorbance, uHTS; Dual specificity protein phosphatase 3 (Homo sapiens), P51452; recombinant VHR phosphatase, pNPP absorbance; inhibition, % at 13.3 µM; 290,000 compounds, 0.52% hits; AID 1654, 2009; in the data active = inhibition above about 50%; also: some compounds called inactive have numbers as strong as hits
MazF activator – activators of E. coli MazEF toxin-antitoxin RNase, primary screen, biochemical, fluorescence, uHTS | 350,000 compounds, 0.32% hits | activation, % at 20 µM | Endoribonuclease toxin MazF (Escherichia coli (strain K12)), P0AE70 | FAM/BHQ RNA-DNA oligo cleavage fluorescence, 5 h; in the data active = activation above about 50%
3CLpro inhibitor – SARS-CoV 3CLpro protease inhibitors, primary screen, biochemical, quenched FRET. recombinant SARS-CoV 3CLpro, quenched FRET peptide cleavage. inhibition, % at 6 µM. 290,000 compounds, 0.14% hits; in the data active = inhibition above about 12%
TcdB GH inh – TcdB glycohydrolase inhibitors, primary screen, biochemical, single point, plate reader. Toxin B (Clostridioides difficile), P18177. TcdB glycohydrolase enzymatic assay. inhibition, % at 9.99 µM. 350,000 compounds, 0.24% hits. AID 652162, 2013; in the data active = inhibition above about 10%
An asterisk follows results filed as active. A portion of the library; count on the stated rates, not on these rows.

How did CC(C)(C)NC(=O)C(=O)NNC(=O)c1ccccc1Br do in these assays?
PfHsp40 yeast: -0.2; Vc quorum ag: -0.3; Rv3671c inh: 4; Anthrax LF inh2: -3; SSB-PriA inh: -13; Y pestis TopoI: 6; DUSP3 inh: 3; MazF activator: -4; 3CLpro inhibitor: 4; TcdB GH inh: 1.6

Results for C/C(=N\NC(=O)COc1ccc(C)cc1C(C)C)c1ccc(-n2ccnc2)cc1 ?
PfHsp40 yeast: 0.6; Vc quorum ag: -0.5; Rv3671c inh: -12; Anthrax LF inh2: 1; Y pestis TopoI: 27; DUSP3 inh: 8; MazF activator: -11; 3CLpro inhibitor: 6

Results for C=CCNC(=O)c1onc(CSc2cc(C)cc(C)c2)c1C(=O)NCC=C ?
PfHsp40 yeast: 6.8; Vc quorum ag: -0.3; Rv3671c inh: 4; Anthrax LF inh2: 4; SSB-PriA inh: -3; Y pestis TopoI: 23; DUSP3 inh: 11; MazF activator: -5

What do the screens show for `C/C(Cn1cnc([N+](=O)[O-])n1)=N/NC(=O)COc1ccccc1Cl`?
PfHsp40 yeast: 0.0; Vc quorum ag: 0.1; Rv3671c inh: 6; Anthrax LF inh2: -4; Y pestis TopoI: 6; DUSP3 inh: 1; MazF activator: -4; 3CLpro inhibitor: 10; TcdB GH inh: -4.4

How did N#Cc1ccccc1/C=N/Nc1nc(-c2ccccc2)c2cc(Cl)ccc2n1 do in these assays?
PfHsp40 yeast: -0.2; Vc quorum ag: inactive; Rv3671c inh: -1; Anthrax LF inh2: -1; Y pestis TopoI: 7; DUSP3 inh: 14; MazF activator: -6; 3CLpro inhibitor: 1; TcdB GH inh: 3.5

How did COc1cc(OC)cc(C(=O)OCC(=O)N(C)c2ccccc2)c1 do in these assays?
PfHsp40 yeast: 2.0; Vc quorum ag: -0.3; Rv3671c inh: 9; Anthrax LF inh2: -2; SSB-PriA inh: -6; Y pestis TopoI: 18; DUSP3 inh: 12; MazF activator: 6; 3CLpro inhibitor: 1; TcdB GH inh: 0.1

Results for O=[N+]([O-])c1cc(C(F)(F)F)ccc1NCCCN1CCOCC1 ?
PfHsp40 yeast: 1.6; Vc quorum ag: -0.3; Rv3671c inh: -4; Anthrax LF inh2: 5; SSB-PriA inh: -8; Y pestis TopoI: 0; DUSP3 inh: 20; MazF activator: 11; 3CLpro inhibitor: 1; TcdB GH inh: 0.8

Results for Cc1ccc(NC(=O)C(C)S)cc1 (stereo not given) ?
PfHsp40 yeast: -1.7; Vc quorum ag: 0.9; Rv3671c inh: -19; Anthrax LF inh2: -4; SSB-PriA inh: 3; Y pestis TopoI: 12; DUSP3 inh: 11; MazF activator: 11; 3CLpro inhibitor: -2; TcdB GH inh: 0.2

How did CCCN(CC(=O)Nc1ccc(F)c(F)c1F)CC(=O)Nc1c(C)n(C)n(-c2ccccc2)c1=O do in these assays?
PfHsp40 yeast: -0.9; Vc quorum ag: 0.7; Rv3671c inh: -1; Anthrax LF inh2: 10; SSB-PriA inh: -6; Y pestis TopoI: -7; MazF activator: -3; TcdB GH inh: 2.7

What do the screens show for `O=[N+]([O-])c1ccc(COc2ncnc3ccccc23)cc1`?
PfHsp40 yeast: -0.8; Vc quorum ag: -0.5; Rv3671c inh: 13; Anthrax LF inh2: -4; SSB-PriA inh: -1; Y pestis TopoI: 11; DUSP3 inh: 30; MazF activator: -3; 3CLpro inhibitor: 4; TcdB GH inh: 1.3

How did CCCCOCCCNC(=O)c1cccs1 do in these assays?
PfHsp40 yeast: 0.0; Vc quorum ag: -12; Rv3671c inh: 4; Anthrax LF inh2: 1; SSB-PriA inh: -1; Y pestis TopoI: -1; DUSP3 inh: 2; MazF activator: -1; 3CLpro inhibitor: -4

Results for Cc1ccc2c(c1)N(C(=O)c1ccco1)C(C)(C)c1ssc(=S)c1-2 ?
PfHsp40 yeast: -0.8; Vc quorum ag: inactive; Rv3671c inh: 7; Anthrax LF inh2: -9; SSB-PriA inh: 31; Y pestis TopoI: 5; DUSP3 inh: 12; MazF activator: 1; 3CLpro inhibitor: -1

What do the screens show for `COc1ccc(Cl)cc1NC(=O)CN(C)CC(=O)Nc1ccc(Br)cc1`?
PfHsp40 yeast: 8.2; Vc quorum ag: 3.1; Rv3671c inh: -13; Anthrax LF inh2: -1; SSB-PriA inh: -7; Y pestis TopoI: -5; DUSP3 inh: 21; MazF activator: 0; 3CLpro inhibitor: 1; TcdB GH inh: 2.1

How did COP(=O)(NC(=O)C(Cl)(Cl)Cl)OC do in these assays?
PfHsp40 yeast: -0.8; Vc quorum ag: -0.5; Rv3671c inh: 0; Anthrax LF inh2: -6; SSB-PriA inh: -5; Y pestis TopoI: 5; DUSP3 inh: 13; MazF activator: 9; 3CLpro inhibitor: 4; TcdB GH inh: 0.9

What do the screens show for `O=C(O)CSCC(=O)Nc1ccc(S(=O)(=O)N2CCCCC2)cc1`?
PfHsp40 yeast: -1.4; Vc quorum ag: inactive; Rv3671c inh: 2; Anthrax LF inh2: -4; SSB-PriA inh: -17; Y pestis TopoI: 1; DUSP3 inh: 15; MazF activator: -2; 3CLpro inhibitor: 1

What do the screens show for `Cn1c(N)c(S(=O)(=O)NCc2ccccc2)c(=O)n(C)c1=O`?
PfHsp40 yeast: -1.2; Vc quorum ag: inactive; Rv3671c inh: -11; Anthrax LF inh2: 4; SSB-PriA inh: -4; Y pestis TopoI: 3; MazF activator: -7; TcdB GH inh: 0.4

How did CC(C)NC(=O)c1cc(C2CCCCN2S(=O)(=O)c2cccs2)on1 (stereo not given) do in these assays?
Vc quorum ag: -4.5; Anthrax LF inh2: 0; Y pestis TopoI: 5; TcdB GH inh: 1.0

Results for CC(C#N)Sc1nnc(-c2ccccc2F)n1C1CC1 (stereo not given) ?
PfHsp40 yeast: -0.4; Vc quorum ag: -0.3; Rv3671c inh: -11; Anthrax LF inh2: -3; SSB-PriA inh: 0; Y pestis TopoI: -3; DUSP3 inh: 2; MazF activator: -13; 3CLpro inhibitor: -9; TcdB GH inh: 1.3

What do the screens show for `CC1CN(C(=S)Nc2ccccc2F)CC(C)O1` (stereo not given)?
PfHsp40 yeast: -1.0; Vc quorum ag: inactive; Rv3671c inh: 1; Anthrax LF inh2: 14; SSB-PriA inh: -8; Y pestis TopoI: -1; DUSP3 inh: 1; MazF activator: 2; 3CLpro inhibitor: 0; TcdB GH inh: 1.2

Results for CCOC(=O)c1ccc(NC(=O)CCc2nnc3ccc(N4CCCC4)nn23)cc1 ?
PfHsp40 yeast: -0.6; Vc quorum ag: inactive; Rv3671c inh: -3; Anthrax LF inh2: -2; SSB-PriA inh: 3; Y pestis TopoI: 16; DUSP3 inh: 2; MazF activator: -7; 3CLpro inhibitor: -3; TcdB GH inh: 0.7

Results for CSc1nnc(-c2ccccc2SC)o1 ?
PfHsp40 yeast: -1.4; Vc quorum ag: -0.4; Rv3671c inh: 1; Anthrax LF inh2: -3; SSB-PriA inh: -18; Y pestis TopoI: 1; DUSP3 inh: -1; MazF activator: 5; 3CLpro inhibitor: 3; TcdB GH inh: 0.8

Results for COc1ccc(/C=N/NS(=O)(=O)c2ccc(C)cc2)cc1 ?
PfHsp40 yeast: -1.0; Vc quorum ag: -10; Rv3671c inh: 1; Anthrax LF inh2: -3; Y pestis TopoI: 0; DUSP3 inh: 2; MazF activator: -3; 3CLpro inhibitor: -5; TcdB GH inh: 0.1

Results for O=S(=O)(c1ccc(Br)s1)N1CCc2ccccc2C1 ?
PfHsp40 yeast: 2.6; Vc quorum ag: 1.6; Rv3671c inh: -4; Anthrax LF inh2: 1; SSB-PriA inh: -15; Y pestis TopoI: 4; DUSP3 inh: -3; MazF activator: -12; 3CLpro inhibitor: 3; TcdB GH inh: 0.5

Results for Cc1ccccc1OCCC(=O)N(CC(=O)Nc1ccccc1C(F)(F)F)Cc1ccco1 ?
PfHsp40 yeast: 0.7; Vc quorum ag: inactive; Rv3671c inh: -4; Anthrax LF inh2: -4; SSB-PriA inh: -2; Y pestis TopoI: 29; MazF activator: -4; TcdB GH inh: 2.6

How did Cc1ccc[n+](C(C)C(=O)Nc2ccc(C)c([N+](=O)[O-])c2)c1 (stereo not given) do in these assays?
PfHsp40 yeast: 0.4; Vc quorum ag: inactive; Rv3671c inh: -3; Anthrax LF inh2: 6; SSB-PriA inh: -4; Y pestis TopoI: -10; DUSP3 inh: 21; MazF activator: 4; 3CLpro inhibitor: -3

How did CC(C)CCNC(=O)C1CC(c2ccc(C(F)(F)F)cc2)=NO1 (stereo not given) do in these assays?
PfHsp40 yeast: -0.6; Vc quorum ag: -1.2; Rv3671c inh: 1; Anthrax LF inh2: 1; SSB-PriA inh: -21; Y pestis TopoI: -3; DUSP3 inh: 4; MazF activator: 3; TcdB GH inh: 0.8

How did CCN(CC)C(=O)N[C@H]1C[C@@H]2c3cccc4[nH]cc(c34)C[C@H]2N(C)C1 do in these assays?
PfHsp40 yeast: 0.2; Vc quorum ag: 3.6; Rv3671c inh: -13; Anthrax LF inh2: -14; SSB-PriA inh: 4; Y pestis TopoI: -10; DUSP3 inh: 9; MazF activator: -15; 3CLpro inhibitor: -1; TcdB GH inh: 1.8

Results for O=C(Cc1cccc(NC(=O)C2CCCN(C(=O)C3CC3)C2)c1)Nc1ccc(C(=O)N2CCCCC2)cc1 (stereo not given) ?
PfHsp40 yeast: -0.3; Vc quorum ag: -2.0; Anthrax LF inh2: -3; SSB-PriA inh: -5; Y pestis TopoI: 19; MazF activator: 3; TcdB GH inh: -3.2

Among those listed so far, these have two or more sulfur atoms:
Results for Cc1ccc2c(c1)N(C(=O)c1ccco1)C(C)(C)c1ssc(=S)c1-2 ?
PfHsp40 yeast: -0.8; Vc quorum ag: inactive; Rv3671c inh: 7; Anthrax LF inh2: -9; SSB-PriA inh: 31; Y pestis TopoI: 5; DUSP3 inh: 12; MazF activator: 1; 3CLpro inhibitor: -1

What do the screens show for `O=C(O)CSCC(=O)Nc1ccc(S(=O)(=O)N2CCCCC2)cc1`?
PfHsp40 yeast: -1.4; Vc quorum ag: inactive; Rv3671c inh: 2; Anthrax LF inh2: -4; SSB-PriA inh: -17; Y pestis TopoI: 1; DUSP3 inh: 15; MazF activator: -2; 3CLpro inhibitor: 1

How did CC(C)NC(=O)c1cc(C2CCCCN2S(=O)(=O)c2cccs2)on1 (stereo not given) do in these assays?
Vc quorum ag: -4.5; Anthrax LF inh2: 0; Y pestis TopoI: 5; TcdB GH inh: 1.0

Results for CSc1nnc(-c2ccccc2SC)o1 ?
PfHsp40 yeast: -1.4; Vc quorum ag: -0.4; Rv3671c inh: 1; Anthrax LF inh2: -3; SSB-PriA inh: -18; Y pestis TopoI: 1; DUSP3 inh: -1; MazF activator: 5; 3CLpro inhibitor: 3; TcdB GH inh: 0.8

Results for O=S(=O)(c1ccc(Br)s1)N1CCc2ccccc2C1 ?
PfHsp40 yeast: 2.6; Vc quorum ag: 1.6; Rv3671c inh: -4; Anthrax LF inh2: 1; SSB-PriA inh: -15; Y pestis TopoI: 4; DUSP3 inh: -3; MazF activator: -12; 3CLpro inhibitor: 3; TcdB GH inh: 0.5

From PubChem BioAssay
